# tim23-1 inh: growth inhibitors of tim23-1 mutant yeast, primary screen, luminescence, uHTS; S. cerevisiae tim23-1 growth, BacTiter-Glo luminescence, 24 h; inhibition, % at 20 µM; hit rate 1.3% among 330,000; AID 463212, 2010;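 active = growth inhibition of the mutant yeast at or above 50%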;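 note: temperature-sensitive mutant grown at 25 °C; plate controls were DMSO-treated mutant yeast for no effect and medium wells lacking yeast for full effect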
# beta cell repl: inducers of MIN6 beta-cell proliferation, primary screen, ATP luminescence, uHTS | MIN6 cells proliferation, ATPlite luminescence, 48 h; cells starved in 0.2% serum; 100% = growth in 10% serum | proliferation, % at 10 µM | AID 2380, 2010 | hit rate 0.29% among 330,000;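 active = compounds whose signal lies at least 3.5 SD above the mean of all wells on their plate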;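 note: 0% = DMSO-treated cells in low-serum medium and 100% = 10% serum control; some compounds called inactive have numbers as strong as hits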
# APJ agonist: agonists of human apelin receptor APJ, primary screen, CHO-K1 cells, PathHunter beta-arrestin, luminescence | P35414 | 0% DMSO wells, 100% apelin | activation, % at 20 µM | hit rate 0.11% among 330,000;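 active = activation more than six SD over the plate average, tested at 20 µM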;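 note: 0% = DMSO alone and 100% = apelin-13 at 10 nM; some results filed as inactive read as strong as hits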
# Target sequence (P35414 whole entry, looked up): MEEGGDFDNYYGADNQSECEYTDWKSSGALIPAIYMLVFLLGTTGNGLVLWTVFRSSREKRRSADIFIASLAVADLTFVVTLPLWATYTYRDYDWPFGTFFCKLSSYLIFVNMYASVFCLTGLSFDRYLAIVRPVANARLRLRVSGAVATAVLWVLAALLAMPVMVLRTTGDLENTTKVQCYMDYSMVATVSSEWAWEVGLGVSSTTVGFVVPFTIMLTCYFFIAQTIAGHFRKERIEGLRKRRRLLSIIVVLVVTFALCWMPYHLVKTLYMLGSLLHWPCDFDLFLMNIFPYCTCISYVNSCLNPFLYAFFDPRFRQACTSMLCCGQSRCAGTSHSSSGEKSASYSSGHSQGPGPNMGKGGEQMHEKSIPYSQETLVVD
#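 Assay system: engineered CHO-K1 APJ arrestin reporter cells; Amount: 1000 CHO-K1 reporter cells seeded per well; Dosing: one dose, 20 µM compound, 1% DMSO; Times: compound stimulation 90 min at 25 °C, detection 60 min; Measured by: luminescent beta-gal fragment complementation, chemiluminescent substrate; Read-out: APJ–arrestin association signal; Controls: DMSO vs Apelin-13 10 nM.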
# APJ antagonist: antagonists of human apelin receptor APJ, primary screen, CHO-K1 cells, beta-arrestin complementation, luminescence; inhibition, % at 20 µM; hit rate 0.32% among 330,000; AID 2521, 2010;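 active = inhibition above about 40% at 20 µM, limit read from the data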;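 note: cells challenged with 10 nM apelin-13 agonist together with compound; plate controls were apelin-13 plus DMSO wells for no effect and DMSO wells lacking apelin-13 for full effect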
# NLRP3 yeast inh: NALP3 inflammasome inhibitors in reconstituted yeast, primary screen, luminescence, uHTS | Yeast reconstituted NLRP3/ASC/caspase-1, beta-gal luminescence, 24 h | inhibition, % at 10 µM | hit rate 0.39% among 330,000;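 active = inhibition of 50% or more; inactive = inhibition below 50%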;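 note: plate controls were induced DMSO wells for no effect and uninduced yeast grown without galactose for full effect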
# TIM10 inh: growth inhibitors of isogenic TIM10 control yeast, primary screen, counter-screen for tim10-1 yeast inhibitor project, luminescence, uHTS; hit rate 1.4% among 330,000; inhibition, % at 10 µM; S. cerevisiae TIM10 strain growth, BacTiter-Glo luminescence, 24 h;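 active = inhibition of 40% or more at the single tested concentration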;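 note: wild-type TIM10 isogenic control strain grown at permissive 25 °C; 0% = DMSO yeast wells and 100% = minimal medium wells without yeast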
# MPTP inh: mitochondrial permeability transition pore inhibitors, primary screen, biochemical, isolated mouse mitochondria, absorbance; Ca2+ swelling absorbance, 30 min; inhibition, % at 10 µM; hit rate 1.4% among 360,000; AID 602449, 2012;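 active = inhibition of 50% or more, scaled per plate between neutral and stimulator controls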;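 note: 0% = DMSO wells given calcium and 100% = 1 mM EGTA wells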
# tim10-1 inh: growth inhibitors of tim10-1 mutant yeast, primary screen, luminescence, uHTS; inhibition, % at 20 µM; AID 463190, 2010; hit rate 2.2% among 330,000; S. cerevisiae tim10-1 ts strain growth, BacTiter-Glo, 24 h;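 active = inhibition of at least 40%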;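 note: mutant grown at 25 °C; 0% = DMSO wells with yeast and 100% = wells holding no yeast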
# GRIN3A LBD mod: binders of NR3A ligand-binding domain, primary screen, biophysical, differential scanning fluorimetry, uHTS; Glutamate receptor ionotropic, NMDA 3A (GRIN3A) ligand-binding domain; Tm shift relative to glycine control, % at 25 µM; NR3A LBD differential scanning fluorimetry, Tm shift; 0% = protein alone, 100% = glycine-bound protein; AID 1259313, 2017; hit rate 2.5% among 340,000;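 active = melting temperature shift of at least 10% of the positive control shift, at one fixed dose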
# Active calls of the source: *; . = not tested or not shown.
No.	Compound	tim23-1 inh	beta cell repl	APJ agonist	APJ antagonist	NLRP3 yeast inh
1	COCCN1C=C2C(=O)C(C)(OC(=O)CCC(=O)OC)C(=O)C(Br)=C2C=C1c1ccc(OC)cc1 (stereo not drawn)	20	-7	40	-168	20
2	CC(C)CN1C=C2C(=O)C(C)(OC(=O)C3CCCC3)C(=O)C=C2C=C1c1ccsc1 (stereo not drawn)	2	1	11	-44	0
3	Cc1ccc(CS(=O)(=O)Cc2ccc(C(=O)NC3CCCC3)o2)cc1	-7	2	3	15	14
4	CC(C)NC(=O)c1ccc(COc2ccc(C(C)(C)C)cc2)o1	7	-3	2	0	8
5	COC(=O)c1ccc2c(=O)n(CCCCCC(=O)O)c(=S)[nH]c2c1	10	-2	-1	20	18
6	Cc1ccc(C(C)C)c(OCCCN2CCc3ccccc3C2)c1	15	-5	-5	10	24
7	COCCNC(=O)CN(C(=O)CCC(=O)Nc1ccccn1)c1ccc(C)cc1C	-1	-4	1	11	14
8	CCOC(=O)C1CCCN(S(=O)(=O)c2ccc(Br)c(OC)c2)C1 (stereo not drawn)	31	-2	4	-2	21
9	COc1ccc(NC(=O)CSc2nc(C3CC3)nc3ccccc23)cc1	21	7	-1	2	27
10	CCCCCCNC1=NCCS1	-5	-1	-2	-6	5

No.	TIM10 inh	MPTP inh	tim10-1 inh	GRIN3A LBD mod
1	13	-1.3	11	1
2	8	0.5	5	1
3	-1	-0.6	-6	0
4	-21	26	14	16*
5	1	0.1	6	-1
6	21	1.5	14	3
7	-3	-0.9	7	0
8	4	4.9	28	2
9	7	-0.5	17	-2
10	-14	-0.7	-11	-1

# Only tim23-1 inh, MPTP inh and tim10-1 inh, for some of the entries so far:
No.	SMILES	tim23-1 inh	MPTP inh	tim10-1 inh
7	COCCNC(=O)CN(C(=O)CCC(=O)Nc1ccccn1)c1ccc(C)cc1C	-1	-0.9	7
4	CC(C)NC(=O)c1ccc(COc2ccc(C(C)(C)C)cc2)o1	7	26	14
10	CCCCCCNC1=NCCS1	-5	-0.7	-11

# (list continues)
No.	Compound	tim23-1 inh	beta cell repl	APJ agonist	APJ antagonist	NLRP3 yeast inh
11	O=C1CCc2cc(NS(=O)(=O)c3ccc(F)cc3)cc3c2N1CC3	1	5	-3	6	24
12	O=C(Nc1nc2ccccc2s1)c1ccc(N2CCCCC2)c([N+](=O)[O-])c1	18	0	-3	24	39
13	O=C(COC(=O)C1=COCCO1)Nc1ccccc1	-4	0	-2	17	8
14	Cc1c(CCOC(=O)CC23CC4CC(CC(C)(C4)C2)C3)sc[n+]1CC(=O)c1ccccc1	11	-6	-4	24	10
15	Cc1[nH]c2ccccc2c1C(=O)COC(=O)Cn1c(C(F)(F)F)nc2ccccc21	-1	-2	1	-9	2
16	C=CCc1ccc(OCc2ccc(C(=O)Nc3ccc(NC(C)=O)cc3)o2)c(OC)c1	-1	-2	-4	13	-2
17	COc1cc(/C(C)=N/NC(=O)C(O)(c2ccccc2)c2ccccc2)ccc1O	5	-4	3	30	22
18	Cc1noc(C)c1COc1ccccc1C(=O)N(C)Cc1ccc(C(C)(C)C)cc1	49	-6	-2	-52	-2
19	CC1CN(C(=O)c2cc(S(=O)(=O)N3CCN(c4ccccc4)CC3)ccc2Cl)CC(C)O1 (stereo not drawn)	19	0	5	7	10
20	O=C(O)C1=C[C@@H](C2CCCCC2)C[C@@H](OCc2ccc(CO)cc2)O1	-4	-5	-2	-2	24

No.	TIM10 inh	MPTP inh	tim10-1 inh	GRIN3A LBD mod
11	6	0.5	3	-8
12	28	6.8	9	3
13	14	-0.6	2	-4
14	11	68*	3	-4
15	0	3.1	3	3
16	7	0.1	0	-2
17	7	-0.1	9	0
18	17	6.0	42*	1
19	21	-1.2	4	-3
20	1	-1.8	1	-2

# Retrieved by compound from the list above:
No.	Compound	tim23-1 inh	beta cell repl	APJ agonist	APJ antagonist	NLRP3 yeast inh
12	O=C(Nc1nc2ccccc2s1)c1ccc(N2CCCCC2)c([N+](=O)[O-])c1	18	0	-3	24	39
9	COc1ccc(NC(=O)CSc2nc(C3CC3)nc3ccccc23)cc1	21	7	-1	2	27
8	CCOC(=O)C1CCCN(S(=O)(=O)c2ccc(Br)c(OC)c2)C1 (stereo not drawn)	31	-2	4	-2	21
18	Cc1noc(C)c1COc1ccccc1C(=O)N(C)Cc1ccc(C(C)(C)C)cc1	49	-6	-2	-52	-2

No.	TIM10 inh	MPTP inh	tim10-1 inh	GRIN3A LBD mod
12	28	6.8	9	3
9	7	-0.5	17	-2
8	4	4.9	28	2
18	17	6.0	42*	1

# (cont.)
No.	Compound	tim23-1 inh	beta cell repl	APJ agonist	APJ antagonist	NLRP3 yeast inh
21	COc1c2ccoc2cc2oc(=O)ccc12	13	-2	-3	-7	-8
22	Cc1cccc2cc(COC(=O)c3ccco3)c(=O)[nH]c12	-5	0	-1	1	10
23	O=C(Nc1cccc(S(=O)(=O)N2CCCCC2)c1)c1ccc(Cl)nc1	9	-2	0	7	14
24	Nc1ncnc2c1ncn2[C@@H]1O[C@H](CNCC(O)CO)[C@@H](O)[C@H]1O (stereo partly drawn)	34	.	.	.	.
25	CNC(=O)c1sc(=S)n(-c2ccc(OC)cc2)c1N	-54	0	-2	0	-10
26	N#Cc1ccc(NC(=O)c2cccs2)nc1	14	1	-1	13	0
27	CN(C)c1ccc(C2CNC(c3ccc(Cl)c([N+](=O)[O-])c3)c3[nH]c4ccccc4c32)cc1 (stereo not drawn)	37	-6	-1	-31	17
28	Cc1ccc(OCC(=O)NNC(=O)CCC(=O)NCc2ccccc2)cc1	-5	1	0	6	3
29	Cc1nc(NC(=O)/C=C/c2ccccc2)sc1C(=O)N1CCCCC1	9	1	-3	-2	5
30	COc1cc(C(O)c2nc3ccccc3s2)cc(OC)c1OC (stereo not drawn)	13	-1	1	-5	15

No.	TIM10 inh	MPTP inh	tim10-1 inh	GRIN3A LBD mod
21	-1	0.2	-9	-3
22	8	-1.7	7	-2
23	-29	1.0	-15	-3
24	-3	2.0	14	4
25	-30	2.0	-42	0
26	10	-1.5	15	6
27	36	4.0	28	4
28	6	0.4	-2	-5
29	-9	-1.9	-11	-2
30	-5	3.3	8	-7

# Further structures.
No.	Compound	tim23-1 inh	beta cell repl	APJ agonist	APJ antagonist	NLRP3 yeast inh
31	COc1ccc(Cl)cc1S(=O)(=O)N1CCN(C(=O)c2ccco2)CC1	11	1	-4	-10	8
32	COCc1cc(Sc2ccc(Br)cc2)nc(-c2ccccc2)n1	3	-5	-2	-10	22
33	Nc1cc(C(=O)OCC(=O)NCc2ccco2)ccc1Cl	3	0	1	13	8
34	COc1ccc(OCC(=O)N/N=C/c2ccncc2)cc1	8	1	-1	-13	2
35	Nc1nc2nc[nH]c2c(=O)[nH]1	-15	-2	-3	11	-5
36	C#CCOCCOCCOCCNc1nc(OC)nc(N2CCN(C(=O)[C@H](CCCCN)n3cc(C(N)CO)nn3)CC2)n1 (stereo partly drawn)	11	-2	1	17	16
37	O=C(O)C1SCCN1S(=O)(=O)c1ccc2ccccc2c1 (stereo not drawn)	0	1	-4	-6	8
38	CC1=C(C(=O)NC2CC(C)(C)Cc3c2cnn3-c2ccc(C)cc2)OCCO1 (stereo not drawn)	37	0	5	10	13
39	CCCOc1ccc(N2CC(C(=O)Nc3ccccc3C(=O)NCc3ccco3)CC2=O)cc1 (stereo not drawn)	5	2	-2	2	1
40	Cn1c(=O)n(C)c2cc([N+](=O)[O-])c(N3CCN(CCO)CC3)cc21	1	-4	-2	0	16

No.	TIM10 inh	MPTP inh	tim10-1 inh	GRIN3A LBD mod
31	3	2.5	5	3
32	-28	6.0	-12	10
33	-4	-0.9	-18	-2
34	-12	5.9	5	-1
35	-6	-0.7	-15	-1
36	4	.	-4	.
37	10	-0.2	13	-1
38	7	-0.2	8	1
39	13	-0.8	8	1
40	14	-0.7	-1	5

# Results in sequence from the entries so far.
# Entries 33–39 in GRIN3A LBD mod: -2, -1, -1, ., -1, 1, 1

# (more compounds)
No.	Compound	tim23-1 inh	beta cell repl	APJ agonist	APJ antagonist	NLRP3 yeast inh
41	Cc1cccc(NC(=S)NC2CCCCCC2)c1C	21	-6	-1	5	16
42	CC(C)NC(=O)N(C)C[C@H]1Oc2ccc(NS(=O)(=O)c3cccs3)cc2C(=O)N([C@H](C)CO)C[C@@H]1C	-1	-4	-1	-5	-3
43	COc1ccc(CCN2C(=O)C3C4CC(C5C(C(N)=O)=NOC45)C3C2=O)cc1OC (stereo not drawn)	-8	-1	0	-7	11
44	C=C(C)C(=O)Nc1nnc(-c2cccs2)s1	41	2	0	-5	23
45	O=C(NC(=S)NCc1ccccc1)c1ccc(Br)o1	61*	-2	-5	-5	37
46	COc1ccc(/C=C/C(=O)N2CCNC(=O)C2)c(OC)c1	-7	-2	-3	-3	6
47	C=CCN(C(=O)c1csnn1)C(C(=O)NC1CCCC1)c1cccs1 (stereo not drawn)	10	2	-3	-12	17
48	O=C(CC1C(=O)NCCN1C(=O)Nc1ccc(F)cc1F)Nc1ccc(F)cc1 (stereo not drawn)	-9	-3	0	-9	14
49	Cc1ccc(S(=O)(=O)Nc2cc(C)c(O)c(S(=O)(=O)c3ccc(C)cc3)c2)cc1	22	1	1	-7	-5
50	Cc1ccc(S(=O)(=O)NC(C)C(=O)Nc2ccc3c(c2)OCO3)cc1 (stereo not drawn)	5	-4	-2	4	16

No.	TIM10 inh	MPTP inh	tim10-1 inh	GRIN3A LBD mod
41	21	1.3	26	-8
42	3	-1.8	-4	1
43	-15	0.2	-17	0
44	22	1.1	36	-1
45	9	-1.6	29	.
46	-21	-0.2	-6	0
47	-17	0.4	6	0
48	-10	2.6	-4	0
49	7	11	21	-8
50	-7	1.8	5	-1

# Next part
No.	Compound	tim23-1 inh	beta cell repl	APJ agonist	APJ antagonist	NLRP3 yeast inh
51	O=C(CSc1ccccn1)Nc1ccc2[nH]c(=O)[nH]c2c1	-6	2	2	-11	24
52	Cc1ccc(N=C2C(=O)Nc3c(C)cccc32)cc1	-6	-2	-9	43*	-7
53	CSc1cccc(Nc2ccc(S(=O)(=O)N3CCOCC3)cc2[N+](=O)[O-])c1	36	-4	5	-29	3
54	COc1ccc2c(C)c(CCC(=O)NC3CC3)c(=O)oc2c1	-3	2	-1	-54	-7
55	CCCCCC(=O)Nc1cccc(S(=O)(=O)NC2=NCCCCC2)c1	8	-1	-3	-1	11
56	CCOC(=O)c1c(S(=O)(=O)N2CCN(c3ccc(F)cc3)CC2)c(C)n(C)c1C	4	4	0	-3	9
57	Cc1c(Cl)cccc1N1C(=O)CC(NNC(=O)c2cccs2)C1=O (stereo not drawn)	9	-2	-1	-9	-4
58	CC(=O)NCc1cc(-c2ccc(Cl)cc2)no1	22	-2	0	-22	18

No.	TIM10 inh	MPTP inh	tim10-1 inh	GRIN3A LBD mod
51	-1	3.1	4	1
52	1	-0.9	2	0
53	14	0.7	30	1
54	-7	1.1	-12	-1
55	1	0.2	-7	-1
56	11	-0.9	11	2
57	1	0.4	18	-1
58	2	-0.2	0	0

# From PubChem BioAssay
